MOR-DOR ag: agonists of human mu-delta opioid receptor heterodimerization; P35372+P41143; cells, OPRM1-OPRD1 heterodimerization, luminescence; activation, % at 9.3 µM; 0.3% of 340,000 active; AID 504326; in the data active means activation above about 18%;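 further: 0% = vehicle-treated cells and 100% = reference agonist; values of inactives mirror those of a sister screen read the other way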
PKA-R1A activ: activates the PKA-R1A holoenzyme complex. AID 504707. 0.083% of 340,000 active. activation, % at 11.4 µM. PKA-R1A dissociation, Cy5-IP20 fluorescence polarization; scaled: DMSO 0%, 113 µM cGMP 100%. P00514+P68181;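 active means percent activation above the mean of all tested compounds plus 3 SD, cut at about 19% in these data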;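 further: higher means more PKAc released from R1A so a rise in polarization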
Tat transport: inhibitors of E. coli Tat protein transport; E. coli MC4100 TorA-mCherry Tat export, fluorescence; inhibition, % at 10 µM; 0.036% of 340,000 active; AID 488895;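 active means mean replicate inhibition at least 50% and at least half of replicates individually reaching 50%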;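 further: exported cargo escapes ClpAP degradation while cytoplasmic cargo is degraded and loses fluorescence; 0% = median of neutral control wells and 100% = median of NaSCN control wells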
PfHsp90 yeast 2: growth inhibition of yeast expressing Plasmodium Hsp90. 0.32% of 310,000 active. inhibition, % at 9.4 µM. S. cerevisiae expressing PfHsp90, BacTiter-Glo ATP, 48 h; yeast lacking PDR1 and PDR3 efflux regulators;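 active means every replicate shows inhibition above about 80%, whatever the replicate mean, limit read from the data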;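 further: 0% = DMSO neutral controls and 100% = 20 µM radicicol positive controls; yeast relying on Plasmodium falciparum Hsp90 in place of its own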
phage Ecoli inh: E. coli growth loss with phage present; 0.26% of 360,000 active; AID 651602; inhibition, % at 11.9 µM; growth absorbance; in the data active means inhibition above about 11%
Pemphigus Ab inh: inhibitors of pemphigus antibody binding to human desmoglein-3 | P32926 | DSG3-coupled beads, scFv-anti-DSG3-GFP binding, flow cytometry; hits give low values | binding (percent of control), % at 10 µM | 0.48% of 310,000 active;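 active means binding more than 3 SD below its plate's average and above zero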;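 further: hits lower antibody fragment binding to DSG3; some compounds called inactive have numbers as strong as hits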
Target sequence (P32926 whole entry, looked up, the tested form may be a part): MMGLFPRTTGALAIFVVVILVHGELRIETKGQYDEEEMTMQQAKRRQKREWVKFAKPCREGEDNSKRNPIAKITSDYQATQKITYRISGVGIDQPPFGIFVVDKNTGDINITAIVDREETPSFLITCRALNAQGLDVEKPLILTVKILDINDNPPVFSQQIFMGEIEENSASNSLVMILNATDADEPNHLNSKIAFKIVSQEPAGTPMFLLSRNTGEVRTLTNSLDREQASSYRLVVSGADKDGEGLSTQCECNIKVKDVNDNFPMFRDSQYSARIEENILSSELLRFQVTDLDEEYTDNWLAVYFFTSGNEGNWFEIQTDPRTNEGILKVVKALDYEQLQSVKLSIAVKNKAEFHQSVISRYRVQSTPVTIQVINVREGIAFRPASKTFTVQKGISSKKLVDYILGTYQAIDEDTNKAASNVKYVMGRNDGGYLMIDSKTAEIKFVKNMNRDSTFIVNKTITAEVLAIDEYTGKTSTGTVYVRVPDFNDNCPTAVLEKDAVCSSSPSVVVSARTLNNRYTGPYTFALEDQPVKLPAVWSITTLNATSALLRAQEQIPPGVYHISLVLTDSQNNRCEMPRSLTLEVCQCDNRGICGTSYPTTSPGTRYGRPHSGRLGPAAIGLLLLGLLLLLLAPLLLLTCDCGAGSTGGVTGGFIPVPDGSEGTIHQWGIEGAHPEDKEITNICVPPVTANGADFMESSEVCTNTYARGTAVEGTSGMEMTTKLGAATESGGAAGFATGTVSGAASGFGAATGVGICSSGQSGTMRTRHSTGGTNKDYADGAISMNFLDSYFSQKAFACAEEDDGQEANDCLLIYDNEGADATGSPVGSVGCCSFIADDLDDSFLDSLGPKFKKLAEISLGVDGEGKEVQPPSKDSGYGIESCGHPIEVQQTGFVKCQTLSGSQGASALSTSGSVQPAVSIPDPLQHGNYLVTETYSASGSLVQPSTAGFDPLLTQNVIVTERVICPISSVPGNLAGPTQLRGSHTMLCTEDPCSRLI
OPRM1-OPRD1 inv: mu-delta opioid heterodimer inverse agonism | P35372+P41143 | cell-based MOR-DOR heterodimer luminescence | inhibition, % at 9.3 µM | 0.21% of 340,000 active | AID 504357; in the data active means inhibition above about 22%, passing the limit was not always enough;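 further: 0% = cells with DMSO and 100% = wells without cells with DMSO; values of inactives mirror those of a sister screen read the other way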
Arr AP2 block: blocks beta-arrestin peptide binding to AP2 adaptin; FITC-arrestin peptide / GST-AP2 beads, flow cytometry; AP2 beta2 appendage carries R879A mutation; inhibition, % at 10 µM; 0.31% of 340,000 active; AID 504490;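 active means inhibition above a set limit, near 3 SD of compounds lacking own fluorescence, cut at about 54% in these data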;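 further: plate controls were DMSO wells for no effect and 5 µM unlabelled arrestin peptide for full effect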
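Material – AP2 appendage R879A on GSH beads · Buffer or medium – PBS with 0.05% Tween 20 and 0.1% BSA · Probe or stimulus – fluorescein-tagged arrestin peptide at 50 nM final · Incubation – compound with beads 12 min RT, then probe 1 h RT · Detection – high-throughput flow cytometry of beads, ex 488, em 535 nm · Evaluation – percent response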
AddAB inh: less growth of phage-infected E. coli with AddAB; E. coli expressing H. pylori AddAB, absorbance growth; 0.29% of 330,000 active; inhibition, % at 11.9 µM; in the data active means inhibition above about 12%;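 further: 0% = vehicle wells of infected cells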
Ecoli viability: reduces bacterial viability in AddAB counter-screen. E. coli V3065 growth, OD600 absorbance, 18 h. inhibition, % at 11.9 µM. 0.27% of 330,000 active;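 active means inhibition above the campaign's mean inhibition across all tested compounds plus 3 SD, cut at about 9.9% in these data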;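 further: uninfected addAB+ strain grown without phage in ampicillin broth; 0% = DMSO wells and 100% = ciprofloxacin 0.95 µg/ml wells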
SUMO Mot1 rescue: inhibitors of SUMOylation pathway: yeast Mot1-301 growth rescue | S. cerevisiae Mot1-301 growth rescue, ATP luminescence, 38.5C; percent above DMSO median, 100 means doubled | growth rescue, % at 18.8 µM | 1% of 320,000 active;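 active means every valid replicate shows activation above 250% relative to neutral control wells; inactive means the rest, any valid replicate at or below 250%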;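 further: OY570 slx delta 5 strain wells were the positive control but not used for scaling; some compounds called inactive have numbers as strong as hits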
An asterisk follows results filed as active; nt = not tested or not shown.

cpd	compound	PfHsp90 yeast 2	Ecoli viability	Tat transport	Arr AP2 block	MOR-DOR ag	PKA-R1A activ	SUMO Mot1 rescue	OPRM1-OPRD1 inv	phage Ecoli inh	AddAB inh	Pemphigus Ab inh
1	Cc1ccc(S(=O)(=O)NCCC(C)C)cc1[N+](=O)[O-]	9	-4.6	-7	2	3.1	-6	34	-17	-3.4	-0.3	125
2	CCNC(=S)NNC(=O)c1cccs1	18	0.8	2	21	-2.8	-9	27	16	2.6	0.7	106
3	COC(=O)C1=CN(C2CC2)C=C(C(=O)OC)C1c1ccccc1OC	3	4.0	1	5	-2.2	3	nt	13	3.0	3.3	108
4	CCOC(=O)Cc1cc(=O)n2[nH]c(-c3ccc(C)cc3)cc2n1	-18	-3.4	-5	0	-1.6	-1	10	9	2.5	-3.4	120
5	CC(=O)c1c(C)[nH]c(C(=O)OCC(=O)NCCC2=CCCCC2)c1C	nt	0.3	-8	45	-2.1	0	-11	12	0.7	0.2	98
6	O=C(CN1C(=O)NC2(CCCC2)C1=O)Nc1nc2c(F)cc(F)cc2s1	33	-0.8	1	-3	-1.8	5	11	11	3.0	2.4	79
7	O=C(Nc1ccnn1C1CCN(C(=O)c2ccccc2C(F)(F)F)CC1)C1CC1	-16	-0.1	2	28	1.4	-2	2	-8	1.9	1.1	108
8	CCOC(=O)N1CCN(C(=O)COC(=O)Cc2ccc(Cl)cc2)CC1	3	-2.5	-2	6	-1.9	-4	199	12	1.8	0.8	83
9	O=C(NCC1CCCO1)/C(=C/c1cn(-c2ccccc2)nc1-c1cccnc1)NC(=O)c1ccccc1 (stereo unspecified)	-10	-3.4	-4	16	0.6	-2	7	-3	1.5	0.4	108
10	CC(=O)c1cccc([N+](=O)[O-])c1	41	1.4	-10	-23	-3.1	-6	-1	17	0.9	2.2	104
11	CCC(NC(=O)c1ccccc1NC(=O)c1ccco1)C(=O)O (stereo unspecified)	9	2.4	-3	21	-1.6	-8	4	7	1.3	0.7	107
12	C[C@H](CO)N1C[C@H](C)[C@@H](CN(C)S(C)(=O)=O)Oc2c(NC(=O)Cc3ccccc3)cccc2C1=O	-4	-1.4	2	0	-1.2	-7	-11	7	4.3	1.4	105
13	COC(=O)c1ccc2c(=O)n(Cc3ccco3)c(SCC(=O)Nc3ccc(C)c(Cl)c3)nc2c1	nt	-1.2	0	-4	-3.1	9	-5	14	1.6	-1.6	97
14	COc1cccc(C(=O)Nc2ccc(Oc3cccc(C(F)(F)F)c3)nc2)c1	-1	0.7	10	-10	4.9	-13	-2	-26	0.6	1.1	99
15	Cc1ccc(CSCC(=O)N2CCN(c3ccc(F)cc3)CC2)cc1	-13	-3.4	9	nt	5.4	-12	12	-30	1.5	-1.6	107
16	OCCNC(=S)Nc1ccc(Oc2ccccc2)cc1	8	0.3	-8	-2	-2.8	5	17	17	-0.8	2.6	85
17	COC(=O)c1c(NC(=O)c2ccnn2C)sc(C)c1C	-15	0.2	-9	-1	-0.9	11	3	5	3.6	0.2	107
18	CCCc1ccccc1OCCNC(=O)c1cc(=O)n(C)c(=O)n1C	nt	-1.1	4	60*	0.1	-7	103	-1	-1.1	0.7	123
19	CC[C@@]1(C(=O)OC)N[C@H](CN(C)S(=O)(=O)c2ccc(C(F)(F)F)cc2)[C@@H]2C(=O)N(C)C(=O)[C@@H]21	-5	-0.9	1	-10	-1.8	-10	nt	8	-0.1	2.9	83
20	CCc1nn(C(C)C(=O)N(C)Cc2ccccc2)c(=O)c2cc3occc3n12 (stereo unspecified)	15	0.3	-3	-2	-0.4	1	-3	2	3.3	0.2	105
21	O=C(NC1CCCC1)C(Cc1ccccc1)n1cccc1 (stereo unspecified)	26	0.4	2	0	-0.5	-2	13	3	5.7	2.0	101
22	O=C(CN1C(=O)NC2(CCSC2)C1=O)NCc1ccccc1 (stereo unspecified)	-1	-1.1	-1	48	1.6	4	-5	-8	4.9	-2.4	107
23	CCCc1cc(=O)[nH]c(N/N=C/C=C\c2ccccc2)n1	-3	1.8	-4	-21	-3.3	1	-12	17	4.2	2.2	95
24	O=S(=O)(c1cccs1)N1CCN(c2ccccc2Cl)CC1	-11	3.0	4	0	1.9	0	-18	-10	3.6	1.2	nt
25	CSCCC(NC(=O)c1ccccc1)C(=O)N1CC=C(c2ccccc2)CC1 (stereo unspecified)	-9	-1.1	0	-3	-0.8	1	19	3	3.2	2.2	107
26	CNC(=O)COC(=O)/C=C/c1cn(-c2ccccc2)nc1-c1ccc(C)o1	-15	0.5	-1	-5	-2.7	-11	-12	14	0.1	0.9	100
27	CC(C)NC(=O)c1c(CSc2ccc(Cl)cc2)noc1C(=O)NCc1ccccc1	-32	3.0	-20	2	0.9	2	0	-5	-2.2	3.4	104
28	Nc1nc(NCCCN2CCOCC2)nc(Nc2cccc(Cl)c2)c1[N+](=O)[O-]	5	3.5	4	12	-0.2	-10	-2	1	2.2	0.6	111
29	Cc1ccc(N2CC(C(=O)OCC(=O)Nc3cccc(Cl)c3C)CC2=O)cc1 (stereo unspecified)	nt	nt	4	-14	-3.1	-9	nt	16	1.6	nt	101
30	CCOC(=O)CON1C(=O)c2ccccc2C1=O	7	-0.4	-4	23	-2.0	0	-12	12	-1.4	2.7	124

As entered above.
Entry of entry 28 in AddAB inh: 0.6
Entry of entry 16 in SUMO Mot1 rescue: 17

Molecules listed so far with a furan ring, fused or not (4):
cpd	compound	PfHsp90 yeast 2	Ecoli viability	Tat transport	Arr AP2 block	MOR-DOR ag	PKA-R1A activ	SUMO Mot1 rescue	OPRM1-OPRD1 inv	phage Ecoli inh	AddAB inh	Pemphigus Ab inh
11	CCC(NC(=O)c1ccccc1NC(=O)c1ccco1)C(=O)O (stereo unspecified)	9	2.4	-3	21	-1.6	-8	4	7	1.3	0.7	107
13	COC(=O)c1ccc2c(=O)n(Cc3ccco3)c(SCC(=O)Nc3ccc(C)c(Cl)c3)nc2c1	nt	-1.2	0	-4	-3.1	9	-5	14	1.6	-1.6	97
20	CCc1nn(C(C)C(=O)N(C)Cc2ccccc2)c(=O)c2cc3occc3n12 (stereo unspecified)	15	0.3	-3	-2	-0.4	1	-3	2	3.3	0.2	105
26	CNC(=O)COC(=O)/C=C/c1cn(-c2ccccc2)nc1-c1ccc(C)o1	-15	0.5	-1	-5	-2.7	-11	-12	14	0.1	0.9	100

The list continues.
cpd	compound	PfHsp90 yeast 2	Ecoli viability	Tat transport	Arr AP2 block	MOR-DOR ag	PKA-R1A activ	SUMO Mot1 rescue	OPRM1-OPRD1 inv	phage Ecoli inh	AddAB inh	Pemphigus Ab inh
31	Cc1ccsc1CNCc1cc(Cl)ccc1O	-5	2.1	-9	29	0.3	4	-8	-2	1.9	2.1	105
32	O=c1[nH]c(=O)c2[nH]c(=O)n(-c3ccccc3)c2[nH]1	-5	nt	-5	14	-2.6	-3	nt	13	4.1	nt	93
33	CCCNC(=O)CN1C(=O)NC(CC)(c2ccc(F)cc2)C1=O (stereo unspecified)	-12	1.1	-4	4	-1.4	-4	9	8	2.2	2.5	94
34	Cc1cccc(S(=O)(=O)Nc2nc3ccccc3nc2NCc2ccco2)c1	3	0.5	1	-1	0.2	-4	1	-1	2.7	1.3	104
35	Cc1cccc(C)c1NC(=O)CN(C)C(=O)C1CC1C (stereo unspecified)	14	-1.2	6	7	-0.8	4	nt	4	2.6	0.3	101
36	Cc1nc2ccccc2c(=O)n1NC(=O)c1c(O)c2c(n(CC(C)C)c1=O)CCCC2	0	4.6	28	0	-0.9	-3	69	5	7.1	6.1	101
37	O=C(CCNc1ccc(Cc2ccncc2)cc1)c1ccc([N+](=O)[O-])cc1	19	0.4	-7	3	4.5	8	34	-30	1.6	2.1	81
38	COC(=O)N/N=C/c1sc(N2CCCCC2)nc1-c1cccs1	-75	-0.2	1	-8	-3.2	-1	80	15	0.9	-0.4	95
39	CC(OC(=O)CCc1nc2ccccc2c(=O)[nH]1)C(=O)NCc1ccc2c(c1)OCO2 (stereo unspecified)	-25	0.7	9	-5	-1.7	-1	-11	9	3.6	2.0	100
40	COc1ccc(OC)c(-c2csc(NC(=O)CSc3nnnn3C)n2)c1	-15	1.3	-7	1	0.7	-13	2	-5	-1.8	0.2	96
41	OC1(c2nc3ccccc3[nH]2)CCCCC1	1	2.2	-8	33	-1.3	9	-13	8	0.4	6.3	101
42	Cc1oncc1C(=O)NC(C)C	-2	-1.4	-2	0	-2.7	-2	-8	14	2.2	0.3	94
43	CC(=O)Nc1ccc(NC(=O)CN2CCN(c3ccccn3)CC2)cc1	10	0.6	8	-20	-3.5	2	-1	17	0.8	1.6	122
44	COc1cccc(C(=O)NNC2=CC(=O)CC(C)(C)C2)c1	4	-1.1	-7	-9	-2.7	-4	3	15	1.7	-2.0	108
45	CCOC(=O)C1=C(N)Oc2cc(O)ccc2C1c1ccc([N+](=O)[O-])cc1 (stereo unspecified)	-25	0.2	7	34	6.4	-16	14	-35	0.5	3.1	97

Screen by screen, from the results shown.
Nos. 31 to 35 in OPRM1-OPRD1 inv: -2, 13, 8, -1, 4

Record cards, as listed above:
Results for `CCOC(=O)C1=C(N)Oc2cc(O)ccc2C1c1ccc([N+](=O)[O-])cc1` (stereo unspecified) → PfHsp90 yeast 2: -25; Ecoli viability: 0.2; Tat transport: 7; Arr AP2 block: 34; MOR-DOR ag: 6.4; PKA-R1A activ: -16; SUMO Mot1 rescue: 14; OPRM1-OPRD1 inv: -35; phage Ecoli inh: 0.5; AddAB inh: 3.1; Pemphigus Ab inh: 97
Results for `Cc1nc2ccccc2c(=O)n1NC(=O)c1c(O)c2c(n(CC(C)C)c1=O)CCCC2` → PfHsp90 yeast 2: 0; Ecoli viability: 4.6; Tat transport: 28; Arr AP2 block: 0; MOR-DOR ag: -0.9; PKA-R1A activ: -3; SUMO Mot1 rescue: 69; OPRM1-OPRD1 inv: 5; phage Ecoli inh: 7.1; AddAB inh: 6.1; Pemphigus Ab inh: 101

Compound activity: PubChem BioAssay, several laboratories
